# Screening data (PubChem)
# CHRM1 agonist = agonists of human M1 muscarinic receptor | 0.33% of 360,000 active | AID 588814 | P11229 | activation, % at 3 µM | CHO-K1 hM1, Fluo-8 calcium fluorescence, agonist mode; 0% DMSO, 100% acetylcholine EC100;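 active means activation above the run's mean compound activation plus 3 SD, cut at about 16% in these data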;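 further: peak over basal fluorescence ratio within a 140 s kinetic read after compound addition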
# Target sequence (P11229 whole entry, looked up): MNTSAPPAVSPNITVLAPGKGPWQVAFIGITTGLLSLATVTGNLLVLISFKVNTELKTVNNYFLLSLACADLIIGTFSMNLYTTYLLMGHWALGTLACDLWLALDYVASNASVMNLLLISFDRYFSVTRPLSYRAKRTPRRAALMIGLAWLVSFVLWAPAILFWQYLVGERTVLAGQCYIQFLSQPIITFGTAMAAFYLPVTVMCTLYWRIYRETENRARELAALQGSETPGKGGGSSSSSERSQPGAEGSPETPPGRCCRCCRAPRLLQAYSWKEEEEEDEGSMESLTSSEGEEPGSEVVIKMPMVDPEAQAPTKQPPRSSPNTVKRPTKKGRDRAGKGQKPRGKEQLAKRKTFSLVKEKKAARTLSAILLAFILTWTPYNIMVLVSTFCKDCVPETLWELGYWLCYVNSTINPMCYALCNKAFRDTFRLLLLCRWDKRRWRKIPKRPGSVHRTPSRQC
# M1 antag = antagonists of human M1 muscarinic receptor. inhibition, % at 3 µM. P11229. 1.3% of 360,000 active. CHO-K1 hM1, Fluo-8 calcium fluorescence, ACh EC80 antagonist;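 active means percent inhibition above its own plate's cutoff, namely the mean of that plate's compound wells plus 3 SD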;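 further: peak over basal fluorescence ratio during 140 s after agonist addition; 0% = ACh EC80 plus DMSO and 100% = DMSO alone without agonist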
# CHO parental Ca = counter-screen for OX1R antagonists: effect in parental CHO cells; parental CHO-K1, ATP-induced calcium, Fluo-8 fluorescence; inhibition, % at 5.6 µM; 0.63% of 330,000 active; AID 463079;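 active means inhibition above that plate's mean sample inhibition plus 3 SD, cut at about 26% in these data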;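 further: 0% = ATP-challenged DMSO wells and 100% = DMSO wells without ATP; some compounds past the cut are filed as inactive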
#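 Test system: untransfected parental CHO cell line. Compound: one dose, 5.6 µM nominal. Detection: intracellular calcium via Fluo-8 no-wash fluorescent dye. Measure: % inhibition. Benchmarks: ATP-challenged DMSO wells low, unchallenged DMSO wells high.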
# TAAR1 agonist = human TAAR1 agonism; Q96RJ0; CHO RD-HGA16 TAAR1, Fluo-8 calcium fluorescence; vehicle wells 0%, saturating PEA agonist 100%; activation, % at 3 µM; 0.99% of 360,000 active;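 active means activation above the mean activation of all test compounds in the run plus 3 SD, cut at about 38% in these data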
#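 Assay system – CHO-derived RD-HGA16 cells with stable Gα16 and human TAAR1 · Compound dosing – one-point dosing at 3 µM (nominal) · Incubation – 17-24 h seeding, 75 min 37 °C dye, 30 min RT · Measured by – kinetic Fluo-8 calcium fluorescence · Control set – DMSO vehicle as 0%, PEA at EC100 as 100% · Repeats – single well for each compound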
# OXTR agonist = activates the human oxytocin receptor; P30559; CHO-OTR cells, Fluo-8 calcium fluorescence; normalized: DMSO 0%, oxytocin 100%; activation, % at 3 µM; 0.32% of 320,000 active; AID 2435;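 active means activation above the mean of all tested compounds plus 3 SD, cutoff set per screening run, cut at about 20% in these data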;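 further: peak over basal fluorescence ratio from a 100 s FLIPR kinetic read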
# TAAR1 antagonist = human TAAR1 antagonism | 1.5% of 360,000 active | AID 624466 | CHO RD-HGA16 TAAR1, Fluo-8 calcium fluorescence, antagonist | inhibition, % at 3 µM;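 active means inhibition above a per-plate cutoff, the mean inhibition of test compounds on that plate plus 3 SD, cut at about 49% in these data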;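 further: 0% = DMSO plus EC80 beta-PEA response and 100% = DMSO alone without agonist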
#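 Test system – hTAAR1-expressing CHO RD-HGA16 cells, Gα16-coupled · Reagent – β-PEA at EC80 concentration, post-compound challenge · Compound dosing – 3 µM, single point · Timing – 140 s kinetic read after compound, 140 s after agonist · Detection – Fluo-8 intracellular calcium dye fluorescence, real-time kinetic reads · Control set – DMSO and EC80 PEA controls · Repeats – n of 1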
# M1 PAM = potentiates human M1 receptor response to acetylcholine; P11229; CHO-K1 hM1, Fluo-8 calcium fluorescence, ACh EC20; 0% = ACh EC20, 100% = maximal ACh; activation, % at 3 µM; 0.088% of 360,000 active; AID 588819; in the data active means activation above about 19%, passing the limit was not always enough
# V1R ag counter = activates human V1a receptor in oxytocin agonist counter-screen; P37288; CHO-V1R cells, Fluo-8 calcium fluorescence, agonist mode; 0% DMSO, 100% 3 nM vasopressin; activation, % at 3 µM; 0.25% of 320,000 active; AID 2797;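 active means activation above the mean activation of all tested compounds plus 3 SD, per screening run, cut at about 20% in these data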;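 further: signal is peak over basal fluorescence ratio across a 100 second FLIPR read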
# Target sequence (P37288 whole entry, looked up): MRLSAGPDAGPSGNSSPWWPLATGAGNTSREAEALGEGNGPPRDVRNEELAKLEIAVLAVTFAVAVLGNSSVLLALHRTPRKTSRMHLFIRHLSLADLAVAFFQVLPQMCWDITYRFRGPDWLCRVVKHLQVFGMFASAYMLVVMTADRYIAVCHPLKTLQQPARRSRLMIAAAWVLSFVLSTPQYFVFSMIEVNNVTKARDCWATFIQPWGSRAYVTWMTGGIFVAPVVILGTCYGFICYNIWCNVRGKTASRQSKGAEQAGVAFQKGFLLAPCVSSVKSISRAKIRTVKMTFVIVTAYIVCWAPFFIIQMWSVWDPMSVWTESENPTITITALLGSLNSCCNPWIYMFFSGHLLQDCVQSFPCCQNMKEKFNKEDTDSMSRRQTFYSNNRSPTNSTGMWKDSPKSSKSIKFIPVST
# OXTR potentiator = potentiates the human oxytocin receptor response | P30559 | CHO-OTR cells, Fluo-8 calcium fluorescence, potentiator mode; 0% = oxytocin EC15, 100% = EC100 | activation, % at 3 µM | 0.061% of 320,000 active;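 active means activation above that plate's cutoff, the mean activation of tested compounds plus 3 SD, cut at about 6.6% in these data, passing the limit was not always enough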;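 further: 100% uses oxytocin at 75 nM as the full agonist control; some results filed as inactive read as strong as hits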
#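 Assay system: CHO cell line stably expressing human OTR. Reagent: EC15 oxytocin agonist. Dosing: single dose, 3.0 µM nominal final compound concentration. Timing: compound 6 min at room temperature before oxytocin, 100 s read. Signal: kinetic Fluo-8 calcium fluorescence. Controls: oxytocin EC15 low and EC100 high.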
# Starred values were filed as active, the others as inactive; . = not tested or not shown.
SMILES,CHRM1 agonist,M1 antag,CHO parental Ca,TAAR1 agonist,OXTR agonist,TAAR1 antagonist,M1 PAM,V1R ag counter,OXTR potentiator
Cc1c(Cl)cccc1NC(=S)N1CCN(C(=O)c2ccco2)CC1,0,-4,-22,6,0.9,-13,5,1.1,-7
COc1ccc(CN(C)CC(=O)NC(=O)Nc2ccccc2F)cc1,-2,-14,-20,1,3.0,10,7,4.6,-8
Cn1c(-c2sc3cc(C(F)(F)F)cnc3c2-c2ccccn2)n[nH]c1=S,-6,-10,-6,1,0.0,-2,7,1.5,-3
Cc1cccc(C)c1NC(=O)C(c1ccccc1)N1CCN(c2ccc(C(F)(F)F)cn2)CC1 (stereo not given),-4,8,.,3,.,-11,-11,.,.
O=C(/C=C/c1ccccc1)Nc1nnc(-c2ccco2)o1,-5,12,-4,2,-1.3,-4,0,-0.1,-2
CCOc1ccccc1NC(=O)C(NCC1CCCCC1)c1ccccc1 (stereo not given),-1,-6,-8,18,-2.0,20,9,-0.1,-6
COC(=O)c1ccccc1SC(CC(=O)c1ccccc1)c1ccc(F)cc1 (stereo not given),-5,-5,-30,1,0.1,5,2,0.4,-14
CCN(C(=O)c1nn(-c2ccc(OC)cc2)c(=O)c2c1c1ccccc1n2C)c1ccc(OC)cc1,-8,-9,-15,0,-1.3,16,11,1.0,-12
Cc1nc2c(OCc3ccc(C#N)cc3)cccn2c1N(C)Cc1cccs1,-2,45*,.,8,.,32,-25,.,.
O=C(CCCCCNc1nc(=S)[nH]c2ccccc12)NCc1ccccc1Cl,.,.,-28,7,0.0,-4,.,-0.6,-22
CC1C(=O)N(Cc2cn(Cc3ccco3)nn2)CCS(=O)(=O)N1Cc1ccc(-c2ccc(F)nc2)cc1 (stereo not given),-6,-6,.,0,.,-14,9,.,.
COc1ccc(N2CCN(C(=O)c3cn(C)c(=O)c4c3c3ccccc3n4C)CC2)cc1,-3,7,-12,.,1.0,.,1,3.1,2

# Fetched one by one from above (3):
SMILES,CHRM1 agonist,M1 antag,CHO parental Ca,TAAR1 agonist,OXTR agonist,TAAR1 antagonist,M1 PAM,V1R ag counter,OXTR potentiator
Cc1cccc(C)c1NC(=O)C(c1ccccc1)N1CCN(c2ccc(C(F)(F)F)cn2)CC1 (stereo not given),-4,8,.,3,.,-11,-11,.,.
O=C(/C=C/c1ccccc1)Nc1nnc(-c2ccco2)o1,-5,12,-4,2,-1.3,-4,0,-0.1,-2
COC(=O)c1ccccc1SC(CC(=O)c1ccccc1)c1ccc(F)cc1 (stereo not given),-5,-5,-30,1,0.1,5,2,0.4,-14

# Carrying on.
SMILES,CHRM1 agonist,M1 antag,CHO parental Ca,TAAR1 agonist,OXTR agonist,TAAR1 antagonist,M1 PAM,V1R ag counter,OXTR potentiator
Cc1ccc(NC(=O)c2ccco2)c(NC(=O)COc2ccccc2)c1,-7,-4,-10,-2,2.0,-5,4,1.3,-4
COC(=O)C(Cc1ccccc1)NC(=O)C(CC(C)C)NC(=O)OC(C)(C)C (stereo not given),-4,-16,-18,11,-1.4,-17,11,-0.4,-5
O=C(CCN1CCN(c2ccccc2)CC1)Nc1ccc(Cl)cc1,-2,-15,-6,22,4.1,7,-2,5.2,-8
O=C(O)CCC(CNS(=O)(=O)c1ccccc1)C(F)(F)F (stereo not given),-3,-9,-2,0,0.6,-26,8,0.9,2
O=C(CCc1ccccc1)NCC(=O)N/N=C/c1ccc(O)cc1O,-5,-10,-6,11,-1.1,-24,5,0.3,-8
C[C@@H]1CCC(=O)N(CC[C@H](Oc2ccccc2)c2ccccc2)CC1,-8,-3,-29,4,-3.0,-12,0,-1.3,-14
O=C(CCS(=O)(=O)c1cccs1)Nc1ccc(C(=O)NCc2ccccc2)cc1,-3,-6,3,6,2.1,10,9,0.0,-9
C#CC[N+]1(CC#Cc2ccc(C#CC[N+]3(CC#C)CCOCC3)cc2)CCOCC1,-6,29,-5,.,0.0,.,-18,1.6,0
Cc1n[nH]c(=O)c2c(NC(=O)CSc3nnnn3-c3ccc(O)cc3)oc(C)c12,-2,-4,-4,11,0.3,-9,6,1.0,-8
CC(C)(C)C(=O)Nc1ccc(S(=O)(=O)Nc2nccs2)cc1,-5,15,3,0,1.2,4,-5,1.0,-1
COc1cccc(NC(=O)COC(=O)c2c(NC(C)=O)sc(C)c2C)c1,-3,-1,7,-1,1.0,12,1,0.3,-2
O=c1[nH]c2cccc(F)c2n2cccc12,-5,-10,1,6,-0.7,-17,6,0.3,-2
N#CC1=C(N)OC2=C(C(=O)CCC2)C12CCN(C(=O)OCc1ccccc1)CC2,-4,8,-24,29,1.5,4,2,4.3,-20
CN(C(=O)c1ccno1)c1nnc(-c2cccnc2)s1,-2,9,-4,12,0.3,6,-5,-0.2,-9
O=c1c2ccccc2nc2sc3ccccc3n12,-6,-18,-17,9,0.7,19,9,0.9,-5
O=C(COC(=O)Cc1ccccc1[N+](=O)[O-])Nc1nnc(-c2ccccc2)o1,4,-5,5,2,-0.2,-7,15,-0.9,-2
COc1ccc(OC)c(S(=O)(=O)N(C)CC(=O)Nc2cc(Cl)ccc2OC)c1,-1,-23,-18,7,-0.2,3,-12,1.0,-11
CCOc1ccc(S(=O)(=O)Nc2ccc(C(=O)N3CCCC3)cc2)cc1C(N)=O,-3,-2,-5,3,0.0,-31,4,0.3,-7
CCN(C(=O)Cn1c(Cl)nc2c1c(=O)n(C)c(=O)n2C)C1CCCCC1,-2,6,-6,2,-0.3,3,2,0.5,2
O=C(NCc1ccccc1)c1ccc([N+](=O)[O-])cc1,-6,-7,.,-1,.,0,4,.,.
CCCN(C(=O)COC(=O)c1nc2nc(C)cc(C)n2n1)C1CCS(=O)(=O)C1 (stereo not given),-2,7,-6,5,1.4,-11,-1,-0.2,-6
CCc1ccc(N2CC(C(=O)OCC(=O)NNC(=O)c3ccccc3)CC2=O)cc1 (stereo not given),-3,-9,2,0,-1.9,-9,8,-1.2,3
O=C1C=C(O)c2c(O)cc(O)c(O)c2C1=O,-2,-6,-4,0,-0.8,-10,8,-0.4,-4
CC(=NCCCn1ccnc1)c1c(O)n(Cc2ccccc2)c(=O)[nH]c1=O,-6,14,-11,14,0.8,-24,-8,0.4,-2
CCNC(=O)CSc1nc(-c2ccccc2)cs1,-4,-10,-17,3,0.7,-17,7,-0.1,-2
CCCCCn1c(Br)nc2c1c(=O)n(CC(N)=O)c(=O)n2C,-2,2,-2,9,-0.3,0,-3,0.3,-6
COc1ccc(-c2csc(NC(=S)NC(=O)/C=C/c3ccco3)n2)cc1Br,0,-24,-21,-1,0.4,-5,19,-0.5,-2
N#Cc1c(-c2ccccc2)nc2n(-c3ccccc3)nc(C(=O)Nc3ccccc3)n2c1=O,-4,2,0,11,0.9,-11,4,-0.6,-18
Cc1ccc(C2=C(CC(=O)O)C(=O)CC2)cc1,-4,0,-9,4,-0.2,-3,0,-0.3,-6
Cc1cc(C)nc(SCC(=O)NC2=NC(=O)C(C)S2)n1 (stereo not given),.,.,0,3,-0.7,2,.,-0.2,-7
COc1ccc(C(=O)NNC(=O)C(=O)Nc2cccc3ccccc23)cc1,-3,-6,7,2,-0.6,-2,1,0.4,-7
COc1cccc(C(=O)N(Cc2ccc3c(c2)OCO3)Cc2nc3ccccc3c(=O)[nH]2)c1,-2,-4,-20,8,-1.5,14,1,-1.0,-17
COc1cccc(CN(CC(=O)NCc2ccccc2)S(=O)(=O)CCl)c1,-6,-3,-18,10,-0.2,17,2,0.6,-5
COC(=O)Cc1c(C)nc2nc(Cc3ccccc3)[nH]n2c1=O,-5,-1,4,0,0.4,13,5,2.1,-13
Cc1nc(N2CCc3ccccc3C2)[nH]c(=O)c1Cc1ccccc1,-5,-4,-15,19,-0.7,5,8,1.3,-26
Cc1oc(/N=C/c2ccc(Cl)cc2Cl)c(C#N)c1C,-3,0,.,8,.,-11,-2,.,.
O=C1C(C=NCc2cccnc2)=C(O)c2ccccc21,-5,0,.,14,.,0,0,.,.
CCCN1CCN(C(=O)C2CCN(c3nnc(C)c4c(C)n(-c5ccc(C)cc5)nc34)CC2)CC1,-5,19,-25,-2,-2.4,-11,-14,-0.7,-4
Cc1ccc(NC(=O)[C@@]2(CC(=O)O)CC(/C=C/c3ccccc3)=NO2)c(C)c1,-4,0,-4,-2,0.6,7,4,2.0,-8
C=CCOc1ccc(C2/C(=C(/O)c3ccc(OC)cc3)C(=O)C(=O)N2CCN2CCNCC2)cc1 (stereo not given),3,6,4,2,0.2,-22,-1,-0.3,-20
N#Cc1ccccc1NC1=CC(=O)CCC1,-5,-5,-19,1,-0.4,-13,4,0.1,2
Cc1cc(C)c(C)c(SCC(=O)Nc2oc(C)c3c(C)n[nH]c(=O)c23)c1C,-1,-22,-26,2,-1.8,-9,7,-1.8,-9
O=C(O)CC1NCCc2ccccc21 (stereo not given),-3,-12,-13,-3,-0.1,4,7,0.3,-8
O=C(c1ccco1)N1CCN(c2nc(C3CC3)nc3sc4c(c23)CCCC4)CC1,-10,0,-14,.,-1.9,.,-2,-0.1,-5
CCOc1ccc(S(=O)(=O)Nc2cccc(C(=O)NCC3CCCO3)c2)cc1 (stereo not given),5,-12,-11,5,5.4,2,9,5.5,-10
Cc1cc(C(=O)NCCCN2CC(C)CC(C)C2)n(-c2ccccc2)n1 (stereo not given),-10,-15,1,0,-0.7,3,9,0.2,-10
CCOC(=O)CCCc1c[nH]c2ccccc12,-7,-16,-10,8,-0.4,-4,5,1.1,-8
COc1ccc(Cc2c(C(C)(C)C)nc3ccc(Cl)cn23)c(C)c1,-5,-21,.,0,.,12,-9,.,.
Cc1c(NC(=O)C(C)OC(=O)c2ccc(Br)o2)c(=O)n(-c2ccccc2)n1C (stereo not given),-5,-8,-3,2,1.1,-11,4,0.5,-6
Cc1cc(C)cc(N)c1,-1,4,-10,5,1.8,-7,-5,0.1,0
Cn1cnnc1SCC(=O)NCCC(c1ccccc1)c1ccccc1,-4,-5,0,4,1.0,12,3,0.1,-10
O=C(CCn1c(=S)oc2ccccc21)Nc1ccc2c(c1)OCCO2,2,-27,-32,13,0.7,8,1,0.4,-9
CCCNC(=O)COC(=O)c1c2c(nc3ccccc13)CCC2,-12,1,-27,-1,-0.1,-8,0,0.2,-6
CSc1ccc(/C=N/NC(=O)CN2CCN(Cc3ccccc3Cl)CC2)cc1,-7,-5,5,3,1.8,4,5,0.0,-5
CCCCCc1n[nH]c2c1CCCC2,0,-10,4,2,-2.1,-25,6,-1.4,-4
C=CCN=C(NC#N)SCC(=O)NC(C)(C)C,-3,-5,-12,8,0.0,-3,2,0.2,-5

# Random draw from the library; overall some 3.7% were active at least once.
